GSK3beta inhib = blocks human GSK3beta kinase activity | P49841 | GST-GSK3beta kinase, ADP-Glo luminescence, 60 min; hits give low values | activity score (negative = inhibition), % at 10 µM | 300,000 tested, 0.038% active;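 active = more than half of replicate wells score below -50%, meaning over 50% inhibition versus plate controls; inconclusive = some replicates but at most half score below -50%; inactive = no replicate scores below -50%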;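 also: 0% = median DMSO wells and -100% = median GW8510 positive control wells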
Target sequence (P49841 whole entry, looked up): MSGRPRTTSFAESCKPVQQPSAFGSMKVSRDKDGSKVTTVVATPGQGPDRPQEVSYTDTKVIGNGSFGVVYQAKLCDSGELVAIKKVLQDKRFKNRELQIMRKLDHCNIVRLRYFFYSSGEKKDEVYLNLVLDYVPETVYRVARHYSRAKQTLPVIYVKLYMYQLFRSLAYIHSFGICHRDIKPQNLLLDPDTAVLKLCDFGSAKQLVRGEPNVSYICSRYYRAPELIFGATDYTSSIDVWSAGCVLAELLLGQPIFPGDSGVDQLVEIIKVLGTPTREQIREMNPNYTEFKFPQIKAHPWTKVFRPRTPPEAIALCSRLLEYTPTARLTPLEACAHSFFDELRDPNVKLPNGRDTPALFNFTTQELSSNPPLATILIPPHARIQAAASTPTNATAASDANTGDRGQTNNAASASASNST
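Assay system: GST-tagged human GSK3beta kinase, cell-free; Input: 1.6 ng GSK3beta; Medium: Tris/MgCl2 kinase buffer; Timing: 60 min enzyme reaction, room temperature; Signal: ADP-Glo luminescence quantifying ADP generated by kinase; Evaluation: score relative to plate controls; Benchmarks: DMSO neutral wells and GW8510 at 20 µM as positive.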
HSF1 inhib = HSF1 inhibition; NIH3T3-HGL HSE-luciferase, MG132-induced, luminescence 8 h; hits give low values; activity change, negative = inhibition, % at 7.5 µM (by protocol); 300,000 tested, 0.77% active;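 active = more than half of replicate wells show activity change below -50%, luminescence cut by over half; inconclusive = some wells, but at most half, below -50%; inactive = no replicate well below -50%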;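 also: luciferase reports HSF-1 transcriptional activity via heat shock element; 0% = median of DMSO wells and -100% = zero luminescence signal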
aSyn UTR inh = 5' untranslated region of α-synuclein, MLPCN primary screen | alpha-synuclein 5'UTR reporter, inhibitor activity | inhibition, % (tested at 7.5 µM) | 300,000 tested, 0.82% active | AID 1813; in the data active = inhibition above about 60%; inconclusive = no clear call, values can overlap the other calls;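 also: H4 neuroglioblastoma cells stably carrying SNCA 5'UTR luciferase fusion; 0% = DMSO wells and 100% = positive control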
KLF5 inhibitor = inhibitors of KLF5 expression. DLD-1 KLF5 promoter-luciferase reporter, luminescence. 290,000 tested, 0.23% active. inhibition, % at 5 µM;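 active = inhibition above a per-plate limit of that plate's mean compound inhibition plus 3 SD, cut at about 60% in these data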;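 also: 0% = DMSO wells and 100% = LY294002 at 200 µM; higher means less KLF5 promoter-driven luciferase light; inactives centre near -14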
Platelet DG rel = modulates dense granule release in human platelets; human platelet-rich plasma, SFLLRN dense granule ATP release, luminescence; 300,000 tested, 0.22% active; inhibition, %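 (compounds screened at 7.5 µM in platelet-rich plasma)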;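 active = mean replicate score, as percent of positive control, at or above 50; inconclusive = mean below 50 but at least one replicate at or above 50; inactive = mean and every replicate below 50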
GSK3A inh = blocks human GSK-3 alpha kinase. 320,000 tested, 0.1% active. ADP-Glo luminescence, 60 min. inhibition, % at 10 µM. P49840;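 in the data active = inhibition above about 50%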;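 also: GST-tagged GSK-3 alpha with peptide substrate and 25 µM ATP; 0% = DMSO neutral wells and 100% = GW8510 positive control wells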
Target sequence (P49840 whole entry, looked up): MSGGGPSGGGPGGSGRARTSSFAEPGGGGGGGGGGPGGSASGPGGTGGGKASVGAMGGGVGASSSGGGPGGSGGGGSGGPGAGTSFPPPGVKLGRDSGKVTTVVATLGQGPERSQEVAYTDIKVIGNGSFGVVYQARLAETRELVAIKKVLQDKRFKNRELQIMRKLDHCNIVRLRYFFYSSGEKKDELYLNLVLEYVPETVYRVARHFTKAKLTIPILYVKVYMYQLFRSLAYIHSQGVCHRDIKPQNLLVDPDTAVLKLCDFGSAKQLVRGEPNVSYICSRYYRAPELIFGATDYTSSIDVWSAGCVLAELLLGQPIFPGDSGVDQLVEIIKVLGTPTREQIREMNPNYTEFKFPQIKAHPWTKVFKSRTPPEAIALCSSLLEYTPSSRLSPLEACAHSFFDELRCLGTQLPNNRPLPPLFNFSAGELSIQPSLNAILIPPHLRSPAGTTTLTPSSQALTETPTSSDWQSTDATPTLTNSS
HSP90 refold inh = inhibitors of HSP90 luciferase refolding in rabbit reticulocyte lysate. luciferase refolding luminescence, 3 h. inhibition, % at 5.6 µM. 290,000 tested, 0.91% active;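 active = inhibition above the screen-wide mean plus 3 SD, computed separately per campaign, cut at about 16% in these data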;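 also: 0% = DMSO wells and 100% = 60 µM geldanamycin wells; inhibitors lower the luminescence because luciferase stays unfolded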
IEC-6 tox = counter-screen for KLF5 inhibitors: cytotoxicity in IEC-6 cells. IEC-6 cytotoxicity, luminescence viability. inhibition, % at 5 µM. 290,000 tested, 0.78% active; in the data active = inhibition above about 22%;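 also: 0% = plate median of test compound wells and 100% = cytotoxic reference compound wells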
Dyrk1A ADPGlo = inhibitors of rat Dyrk1A kinase; ADP-Glo luminescence, NFATc1 peptide; inhibition, % at 12.5 µM; Q63470; 310,000 tested, 0.43% active; in the data active = inhibition above about 50%;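 also: plate controls were vehicle with enzyme for no effect and no enzyme for full effect; many of its hits are not listed in these tables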
HSF-1 act = increases HSF-1 driven luciferase reporter signal. NIH3T3-HGL HSF-1 luciferase reporter, MG132, 8 h; 100% = twice DMSO control signal. activation, % at 9 µM. 300,000 tested, 1.7% active;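 active = mean replicate activation of at least 50% with a set share of replicates each reaching 50%; inconclusive = only one of those two conditions met; inactive = mean below 50% and too few replicates reaching it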;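 also: 0% = median of the neutral control wells and 100% = twice that signal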
* hit, by the source's call; ? = inconclusive; . = not tested or not shown. This is a subset. The share of hits here may be higher or lower than overall.

Values in the order: GSK3beta inhib	HSF1 inhib	aSyn UTR inh	KLF5 inhibitor	Platelet DG rel	GSK3A inh	HSP90 refold inh	IEC-6 tox	Dyrk1A ADPGlo	HSF-1 act
1. Cc1ccc(C2=NN(CC(=O)O)C(=O)CC2)cc1
→ -2	-7	-3	-20	-8	-2	-6	4	2	-2
2. O=C(CNCc1ccc(Cl)cc1)Nc1ccc2c(c1)OCCO2
→ 1	29	-99	-21	2	-4	6	6	-2	?
3. CCCC(=O)N1CCCC(c2nc(-c3cccs3)no2)C1 (stereo unspecified)
→ 1	2	-51	-45	4	-2	5	5	6	-20
4. CN(C)C(=S)Nc1cccc(F)c1
→ 0	-8	21	-24	-8	-3	3	2	.	2
5. Cc1cccc(NC(=O)c2ccc(N3C(=O)C4C5C=CC(C6CC56)C4C3=O)cc2)c1 (stereo unspecified)
→ 4	4	38	-34	-10	-1	-3	23*	-9	18
6. CCn1c(=O)c2c(nc(SCC(=O)N3CCC(C)CC3)n2C)n(C)c1=O
→ 3	-4	-2	0	-3	-1	-5	-9	0	-5
7. O=C(Nc1ccc(S(=O)(=O)N2CCCCCC2)cc1)c1[nH]ncc1[N+](=O)[O-]
→ 1	89	86*	-1	-3	-2	0	29*	-15	107*
8. COc1ccc(Cl)cc1NC(=O)CN(C)C(=O)c1n[nH]c2ccccc12
→ -1	14	31	.	25	0	.	.	-1	10
9. O=[N+]([O-])c1ccc(C(O)CN2CCN(C/C=C/c3ccccc3)CC2)cc1 (stereo unspecified)
→ -3	4	22	-3	0	-3	-3	2	-1	-1
10. S=C(NCc1ccccn1)Nc1cccc(Cl)c1
→ -2	28	-73	-40	15	.	-3	-3	0	60*
11. Cc1cc(Nc2cc(C)on2)n2ncnc2n1
→ 1	-2	-3	26	1	3	-5	-3	-2	3
12. Cc1ccnc(NC(=O)c2cccc(S(=O)(=O)N3CCCc4ccccc43)c2)c1
→ 1	7	-128	.	-7	-3	.	.	14	7
13. COc1ccccc1NC(=O)CSc1nnnn1Cc1ccccc1
→ -5	7	16	-6	-1	-2	0	-8	1	17
14. CCc1cc(C(c2ccc(F)cc2)N2CCOCC2)c(NC(=O)c2ccccc2)s1 (stereo unspecified)
→ 2	35	-12	-10	-4	-1	2	6	-3	63*
15. CN(C)/C=C1/Nc2ccccc2C1=O
→ 0	-4	3	-19	0	2	0	-2	3	4
16. CCn1c2ccccc2c2cc(/C=N/NC(=O)c3ccc(O)cc3)ccc21
→ 0	16	-4	-1	-30	.	5	7	-3	31
17. COCCn1c(C)cc(C(=O)COC(=O)c2ccc(N3CCCC3=O)cc2)c1C
→ 3	0	12	-13	-2	-1	-2	1	-6	-1
18. COc1ccc(CNCC(=O)Nc2cccc(S(N)(=O)=O)c2)cc1
→ -2	-4	14	6	0	0	1	2	-3	-1
19. OC1=C(O)c2nc3cc(F)ccc3nc21
→ -2	1	10	-8	-8	0	1	4	2	.
20. COc1ccc(C/C(=N\O)c2ccc(OC)cc2)cc1
→ 3	35	-89	-29	-12	0	2	4	1	53*
21. COc1ccc(/C=C2/C(=O)OCc3cc(OC)c(OC)cc32)cc1
→ 1	9	-31	30	-3	1	-2	26*	44	34
22. Cc1ccc(/C=N\Nc2nc3ccc(Cl)cc3[nH]2)o1
→ 3	27	-192	-160	3	10	-7	6	34	?
23. O=C(CN1CCN(S(=O)(=O)c2ccc3ccccc3c2)CC1)NC(=O)NC1CCCCC1
→ -6	-2	48	-34	0	1	2	0	4	2
24. CC(C)Cn1c(N)c(C(=O)COC(=O)c2cccc(Cl)c2)c(=O)n(C)c1=O
→ 4	2	18	0	11	1	-3	-1	-8	-14
25. O=C(O)CCC(=O)NN1C(=O)c2ccccc2NC1c1ccc(F)cc1 (stereo unspecified)
→ -1	-8	-6	0	12	0	4	3	-7	-18
26. S=C(NCc1ccccn1)Nc1ccccc1
→ -2	28	-86	-16	-20	-3	-2	-4	-5	30
27. Cc1ccc(NC(=O)COC(=O)CCc2nc3ccccc3c(=O)[nH]2)cc1Cl
→ 0	1	5	-34	2	-9	2	9	.	4
28. C(=N\n1cnnc1)/c1ccc(OCc2ccccc2)cc1
→ -2	.	.	-46	-5	-1	3	-2	3	.
29. Cc1nnc(SCC(=O)NCc2ccccc2Cl)n(N)c1=O
→ 2	-3	23	-9	-9	1	0	-1	-3	7
30. CCCC(CCC)c1nc2ccncc2[nH]1
→ 1	-1	-22	-37	-4	-2	1	2	0	-27
31. Cc1csc(NC(C)c2nc3cc(C(F)(F)F)ccc3n2CCOCCO)n1 (stereo unspecified)
→ 1	3	-5	.	-1	-3	.	.	6	-15
32. COc1ccc(Cn2cc(F)c(=O)n(C)c2=O)cc1[N+](=O)[O-]
→ 2	-1	-12	2	17	-1	7	0	.	-6
33. O=Cc1cn(CC(=O)NCC2CCCO2)c2ccccc12 (stereo unspecified)
→ 0	1	3	-17	0	0	0	-6	10	1
34. CC1=NN(C(N)=S)C(=O)C1N=Nc1ccccc1C (stereo unspecified)
→ 4	7	-38	-36	0	-1	7	2	-1	19
35. O=[N+]([O-])c1ccc(SCc2ccco2)cc1N1CCOCC1
→ 0	11	-4	-10	3	-4	-2	3	-1	21
36. CNC(=O)/C(C#N)=C/c1c(N2CCN(c3ccc(OC)cc3)CC2)nc2c(C)cccn2c1=O
→ -2	0	18	-14	6	-2	0	1	11	5
37. COCCNc1nc(N)c([N+](=O)[O-])c(N2CCCCCC2)n1
→ 0	3	17	-30	-2	1	0	4	1	9
38. COc1ccc(OC)c(C(=O)NC(CC(N)=O)c2ccc(N3CCC(N4CCCCC4)CC3)c([N+](=O)[O-])c2)c1 (stereo unspecified)
→ -5	0	25	-12	19	0	-2	-4	4	-12
39. Cc1ccc(-n2ncc3c(=O)n(CC(=O)N4CCCCCC4)cnc32)cc1
→ 1	6	-1	-33	3	-1	-1	1	1	9
40. CC1(C(=O)NCCN2CCOCC2)C=CC2(CCCCC2)N1C(=O)c1ccccc1 (stereo unspecified)
→ 2	-15	-37	-55	5	2	1	-9	8	-29
41. COCCn1nnnc1C(c1ccc(C)cc1)N1CCN(Cc2ccc3c(c2)OCO3)CC1 (stereo unspecified)
→ -2	-6	16	-21	9	.	-1	0	-5	14
42. COc1cc(CN(C(=S)NCC(=O)N2CCCC2)C2CCCC2)cc(OC)c1OC
→ -3	13	15	22	19	-1	3	-2	.	32
43. CCOC(=O)C1CCCN(C(=O)c2ccc(Cl)cc2)C1 (stereo unspecified)
→ -1	-10	15	-34	-2	-2	-2	-6	-6	-1
44. CCOCC(=O)Nc1cc(S(=O)(=O)N2CCOCC2)ccc1N1CCCCC1
→ 2	13	-5	-15	-3	-1	1	5	.	3
45. CC(C)c1ccc(NC2CCCN(C(=O)c3cccc4nccnc34)C2)cc1 (stereo unspecified)
→ -2	1	3	-17	-5	-1	1	-4	.	-12
46. Oc1nc(-c2ccc(Br)cc2)n2ccncc12
→ 2	-3	9	-22	2	0	-2	-5	-19	-8
47. Cc1cccc(NC(=S)NC2CC3CCCC(C2)N3CC(C)C)c1C (stereo unspecified)
→ 2	4	1	-3	3	2	0	1	-3	-15
48. COC1=CC2(O)CCCC2=CC1=O (stereo unspecified)
→ -5	3	-13	-25	-2	0	4	0	-17	11
49. O=C(N/N=C/c1ccccc1)c1[nH]c2ccc(Br)cc2c1-c1ccccc1
→ 0	-12	9	7	-2	0	5	-5	6	-31
50. O=C(CN1C(=O)C2CC=CCC2C1=O)OCc1cc(=O)n2cc(Br)ccc2n1 (stereo unspecified)
→ -4	-7	0	2	-1	-5	3	3	.	7
51. COc1ccc(/C=N/Nc2nc(N)cc(Cl)n2)cc1OC
→ 3	8	-75	-20	10	-1	0	3	9	11
52. CC(C)n1c(=S)[nH]c2c1c(=O)[nH]c(=O)n2C
→ -1	1	9	-57	-6	-1	5	6	-4	-21
53. Cc1cccc(OCC(O)CN2CCNCC2)c1 (stereo unspecified)
→ 0	-5	-7	-42	-5	2	2	-6	-3	-2
54. CCCc1nnc(NC(=O)CS(=O)(=O)c2ccc(C)cc2)s1
→ 1	4	19	-10	-41	-3	-6	-3	-8	-7
55. CCC(C)C(NC(=O)OCc1ccccc1)C(=O)OCN1C(=O)c2ccccc2C1=O (stereo unspecified)
→ 0	-2	-4	-11	2	-2	1	1	6	13
56. O=C(Cn1cc2c(n1)CCCC2)NCCCN1CCCC1
→ 1	-3	10	-29	2	-3	-1	-8	2	-8
57. OCC1CCCN(C(=S)Nc2ccc(Nc3ccccc3)cc2)C1 (stereo unspecified)
→ 1	34	-130	-53	-1	0	0	1	-3	74*
58. c1ccn2cc(CSc3nnc4ccccn34)nc2c1
→ 0	21	-90	-66	14	1	-1	1	4	15
59. Cc1ccc(NC(=O)Cn2cc(C=O)c3ccccc32)cc1C
→ 3	2	-2	-31	8	-2	-2	6	-6	13
60. CCCC(C)C(=O)Nc1ccc(Cl)cc1Cl (stereo unspecified)
→ -1	4	4	14	12	-6	12	1	1	24
61. CC1SCC(=NOCc2ccccc2)CS1 (stereo unspecified)
→ 2	14	-89	-17	0	0	-3	-5	.	34
